Screening results (PubChem)
UDG counterscr: blocks uracil-DNA glycosylase in AID counter-screen; Potency, µM (top dose mostly 115 µM), for inactives: top-dose activity change, negative = inhibition, most hits filed as inhibitors; 91,000 compounds, 0.14% hits; FRET deamination/UDG coupled assay, UDG read, 4 h; AID 1347430; note: nearly all actives have a fitted effect of over 65% in size
AID inhibitor: inhibitors of human activation induced cytidine deaminase | Q9GZX7 | AID deamination FRET fluorescence, UDG-coupled, 4 h | Potency, µM (series often up to 115 µM), without a hit: top-dose activity change, negative = inhibition, actives largely listed as inhibitors | 91,000 compounds, 0.32% hits | AID 1347428; note: nearly all actives have a fitted effect of over 25% in size
Target sequence (Q9GZX7 whole entry, looked up): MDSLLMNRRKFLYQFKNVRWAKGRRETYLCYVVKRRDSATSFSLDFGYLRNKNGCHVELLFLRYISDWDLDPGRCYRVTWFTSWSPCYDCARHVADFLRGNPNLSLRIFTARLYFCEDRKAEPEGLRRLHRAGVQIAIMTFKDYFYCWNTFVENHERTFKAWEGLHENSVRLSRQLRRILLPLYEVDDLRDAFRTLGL
Starred values were filed as active, the others as inactive; ? = inconclusive; [ ] = remark or other dose. Calls come from the whole dose curve; as a rule, active = well fitted curve in the direction sought with a large enough effect; inconclusive = small, poorly fitted or top-dose-only effect, or another doubt; inactive = no such curve, though single readings can be large; an effect the other way counts as inactive or inconclusive. % is set by controls: 0 for no effect and ±100 for the full control effect; potency is the fitted concentration of half-maximal effect.

SMILES | UDG counterscr | AID inhibitor
CCCNC(=O)C1CCC(Cn2c(=O)c3sccc3n(Cc3ccccc3C)c2=O)CC1 (stereo not given) | 9% | -1%
CC(=O)c1ccc(NC(=O)/C=C/c2ccc(C)o2)cc1 | 41%[activator] | 6%
COc1ccc(-c2oc3ncn4nc(COc5ccc(C)cc5)nc4c3c2-c2ccc(OC)cc2)cc1 | 5%[57.5 µM] | 18%[57.5 µM]
CCOc1cc(-c2ccc(OC(=O)c3ccc(OC)cc3)c(OC)c2)cc(=O)c2c(C)oc(C)c12 | -4% | -22%
COc1ccc(/C(C)=N/N=C(\C)c2ccc(OC)c(Br)c2)cc1Br | 3% | 1%
Cc1nn(Cc2cc(=O)oc3c(C)c(O)ccc23)c(=O)c(C#N)c1C | -9% | 13%
COc1cc2c(cc1OC)CN(Cc1cc(=O)c(OCc3ccc(Cl)cc3Cl)co1)CC2 | -19% | -13%
COC(=O)C(NC=O)C12CC3CC(CC(C3)C1)C2 (stereo not given) | 6% | -1%
COc1cc(OC)c(NC(=O)CCS(=O)(=O)c2ccc3c(c2)oc(=O)n3C)cc1Cl | 10%[57.5 µM] | 16%[57.5 µM]
CC(C)=CC(=O)NCCSc1ccccc1 | 0% | 3%
CCN(CC)S(=O)(=O)c1ccc2c(c1)c(=O)c(C(=O)N1CCN(c3ccc(OC)cc3)CC1)cn2C | -4% | 237%[activator]
C=C(C)COc1ccc2c(=O)c(Oc3ccc(C(=O)OCC)cc3)coc2c1 | 4% | 2%
CC(=O)Nc1cccc(NC(=O)COC(=O)c2cc3ccccc3[nH]2)c1 | -2% | -3%
Cc1ccc(-n2c(=O)c3cccnc3n2CC(=O)Nc2cc(Cl)ccc2C)cc1 | ? | -9%
Cc1c(C(=O)Nc2ccc(F)c(F)c2)oc2ccc(S(=O)(=O)N3CCCCC3)cc12 | -8% | -3%
COC(=O)CC(NC(=O)c1cc(C)nc2c1cnn2C(C)C)c1ccc(Br)cc1 (stereo not given) | 4% | 5%
O=C(Nc1c2c(nn1-c1ccc(Cl)cc1)CS(=O)(=O)C2)c1ccc(Br)cc1 | 2% | 24%
COc1ccc(CCNC(=O)CCn2c(=O)c3ccccc3n(Cc3ccccc3C)c2=O)cc1OC | 4% | 13%
COC(=O)c1cc(NC(=O)c2ccc(OC(F)F)c(OC)c2)c(F)cc1F | -4% | 4%
CCCCOc1ccc(Oc2ccc(C#N)c(C#N)c2)cc1 | -6% | -12%
Cc1ccc(C)c(Cn2c3ccccc3c3cnn(CC(=O)NCCC4=CCCCC4)c(=O)c32)c1 | -7%[57.5 µM] | -2%
COc1ccc(C(=O)CSC#N)cc1 | -11% | -6%
Cc1ccc2scc(N3CCCCC3C)c(=O)c2c1 (stereo not given) | 4% | 7%
COc1ccc(C(CC(=O)NCc2ccccc2)Sc2n[nH]c(-c3ccc(F)cc3)n2)cc1 (stereo not given) | -22% | -8%
CCCn1c(SCC(=O)O)nc2c1c(=O)[nH]c(=O)n2C | 1% | 3%
CCOC(=O)C1CCN(C(=O)c2cc3sc(C)cc3n2C)CC1 | -14% | 12%
N#Cc1ccccc1COc1ccccc1 | 1% | -2%
CCC(O)c1nc2ccccc2n1Cc1cccc(Cl)c1 (stereo not given) | -2% | -11%
O=C(c1ccc2c(c1)N(Cc1ccc(F)cc1)C(=O)c1ccccc1S2(=O)=O)N1CCC(Cc2ccccc2)CC1 | -19% | ?
O=C1CSc2ccc(C(=O)OCC(=O)c3c[nH]c4ccccc34)cc2N1 | 11% | 5%
O=C(NC1CC1)C(Sc1ccc2ccccc2c1)c1ccc(F)cc1 (stereo not given) | -1% | 1%
O=C(C1=C(c2ccccc2)S(=O)(=O)CCO1)N(Cc1cccs1)c1ccccn1 | -3% | -3%
COc1ccc(NC(=O)CSc2nc(-c3ccc(F)cc3)[nH]c2-c2ccc(C)cc2)cc1OC | -4% | 6%
O=C(Nc1ccc2nc(SCC(=O)N3CCOCC3)sc2c1)c1ccc(F)cc1 | -9%[57.5 µM] | 10%
CC1=C(C(=O)OC2CCCCCC2)C(c2cccc(F)c2F)CC(=O)N1 (stereo not given) | -14% | 8%
Cc1c(C#N)c(NC(=O)CSc2nnnn2C2CCCCC2)n(CC2CCCO2)c1C (stereo not given) | -3% | -1%
CCOc1ccccc1NC(=O)CSc1nc2c([nH]c3ccccc32)c(=O)n1-c1ccccc1 | -7%[57.5 µM] | -25%
c1ccc(-c2ccc(CNC3CCCC3)o2)cc1 | -9% | -3%
CCOc1ccc(OCCCCOc2cccc(Cl)c2)cc1 | -9% | -3%
Cc1ccc(-c2noc(CNC(=O)c3ccccc3)n2)cc1 | 0% | -12%
O=S(=O)(C/C=C/c1ccccc1)Cc1cccc(F)c1 | -4% | 1%
N#Cc1nc(COc2ccccc2F)oc1NCCc1ccccc1 | -15% | 39%[activator]
COc1ccc(C(=O)Nc2oc3ccccc3c(=O)c2-c2ccc3c(c2)OCO3)cc1 | -2% | 4%
Cc1ccc(C)c(NC(=O)CC(C)(C(=O)O)c2ccccc2)c1 (stereo not given) | -4% | 5%
COc1cc2c(cc1OC)C(COc1ccc3c(C)cc(=O)oc3c1)N(C(=O)c1ccccc1C)CC2 (stereo not given) | -11% | -8%
O=C(Cn1cc(Br)c(=O)[nH]c1=O)N1CCC(C(=O)N2CCCCC2)CC1 | -9% | 0%
CCC(C)NC(=O)c1cn(CC)c2ccc(S(=O)(=O)N3CCc4ccccc4C3)cc2c1=O (stereo not given) | -18% | ?
CCOC(=O)N1CCC(NC(=O)c2ccc3c(c2)N(Cc2ccccc2)C(=O)c2ccccc2S3(=O)=O)CC1 | -18% | -17%
Cc1ccc(OCn2ccc(C(=O)NCc3ccn(C)n3)n2)c(C)c1 | -1% | 6%
COc1cccc(N2C(=O)c3cc4occc4n3CC2(C)C(=O)NC2CCCCCC2)c1 (stereo not given) | 11% | 3%
COc1ccc(-c2coc3cc(OC(=O)c4ccco4)ccc3c2=O)cc1 | 3% | -8%
CC(C)OCCCn1c(=O)c2ccccc2n2c(-c3ccccc3F)nnc12 | -3% | 6%
COCc1cc(C)nc2sc3c(c12)NC(c1ccccc1C(=O)O)N(c1ccc(OC)cc1)C3=O (stereo not given) | 4% | -10%
COc1cc(C2C(C(=O)Nc3ccccc3C)=C(C)Nc3ncnn32)ccc1OCC(N)=O (stereo not given) | -8% | 32%[activator]
O=C(NC1CCCCC1)c1ccc(Cn2c(SCc3ccccc3F)nc3cccnc32)cc1 | -2%[57.5 µM] | -2%
CC(NC(=O)c1ccc(O)c(Cl)c1)c1ccccc1F (stereo not given) | -7% | 0%
CC(C)c1cccc(C(C)C)c1NS(=O)(=O)c1cccs1 | 10% | 11%
O=C(NCCc1ccc(Cl)cc1)C1COc2ccccc2C1 (stereo not given) | -11% | 10%
COc1ccc(C2(c3ccc(OC)cc3)C=Cc3c(ccc4cc(OC)ccc34)O2)cc1 | -2% | -7%
CN1CCN(C(C(=O)O)c2c[nH]c3ccc(NC(=O)c4ccccc4)cc23)CC1 (stereo not given) | -9% | 0%
(continued)
SMILES | UDG counterscr | AID inhibitor
Cc1ccc2[nH]cc(CCNC(=O)c3ccc(F)c(F)c3)c2c1 | -8% | -7%
CCOC(=O)c1ccc(NC(=O)CCn2c(=O)oc3ccccc32)cc1 | -2% | -7%
Cc1ccc(C)c(OCCn2c(C3CC(=O)N(Cc4ccc(F)cc4)C3)nc3ccccc32)c1 (stereo not given) | 79µM* | 28µM*
CSCCc1nc(SCC(=O)Nc2ccc(C)cc2)[nH]c1C | -10% | -2%
CCCOc1ccc(-c2csc(-c3ccc(Cl)cc3)n2)cc1 | -2% | 3%
O=C(NCc1ccccc1F)C1CCCN(C(=O)N2CCOc3ccccc32)C1 (stereo not given) | 8% | -4%
Cc1cc2[nH]c(C(=O)O)cc2c2ccccc12 | -13% | 5%
COc1ccc(NC(=O)C2CCC(CNS(=O)(=O)c3cccs3)CC2)cc1OC (stereo not given) | -12%[57.5 µM] | 62%[activator]
Cc1ccc(C)c(C(=O)CSc2nc3cc(C(=O)NC4CCCC4)ccc3c(=O)n2CC2CCCO2)c1 (stereo not given) | 12% | 12%
CC(C)C[C@H]1CCC[C@H](CC(C)C)[N+]1(C)C | 4% | 5%
O=C(Nc1ccccc1Cl)c1ccccc1-c1ccccc1 | 1% | -2%
CCOC(=O)c1noc2nc(C)n(Cc3ccc([N+](=O)[O-])cc3)c(=O)c12 | 3% | -15%
CCC(C)NC(=O)CSc1nc2c(sc3ccccc32)c(=O)n1Cc1ccccc1Cl (stereo not given) | 4% | 31%[activator]
CCCCNC(=O)c1ccc2c(c1)NC(=O)C(CS(=O)(=O)Cc1ccc(F)cc1Cl)N2 (stereo not given) | 9% | 89%[activator]
CCCCN(Cc1ccccc1)c1ccc(NS(=O)(=O)c2cc(C)cc(C)c2)cc1C(=O)O | 1% | -6%
O=C(COc1ncnc2c(Cl)cc(Cl)cc12)Nc1ccc(F)c(Cl)c1 | -9% | -11%
Cc1nnc(CSc2nnc(Nc3cccc(C)c3C)s2)o1 | -2% | 0%
COc1ccc(Cn2c(=O)[nH]c3cc(C(=O)N4CCN(c5cc(Cl)ccc5C)CC4)ccc3c2=O)cc1 | -10% | -9%
Cc1cccc(OCC(=O)Nc2ccc3nc(Nc4cccc(C(F)(F)F)c4)cc(C)c3c2)c1 | -16% | ?
CC12CCC(C(=O)Nc3ccccc3)(CC1=O)C2(C)C (stereo not given) | 6% | 5%
CCOc1ccc(CN(CCc2ccc3c(c2)OCO3)Cc2cc(OC)c(OC)cc2OC)cc1 | -17% | ?
C(=N\Nc1ccccc1)/c1cc(/C=N/Nc2ccccc2)cc(/C=N/Nc2ccccc2)c1 | -7% | -13%
COc1ccccc1CNC(=O)C(NS(=O)(=O)c1ccc2c(c1)CCN2C(C)=O)C(C)C (stereo not given) | 7% | 13%
Cc1c(C(=O)Nc2ccc(-n3c(C)nc4ccccc4c3=O)cc2)cccc1[N+](=O)[O-] | ? | 34%[activator]
CC(NC(=O)Cc1ccc(NC(=O)N2CCSc3ncccc32)cc1)c1ccccc1 (stereo not given) | 7% | -7%
CCOc1cc2c(cc1/C=C1\NC(=O)NC1=O)OCO2 | -9% | -1%
CCC(C)NC(=S)NCCc1ccccc1 (stereo not given) | 1% | -5%
CCCOc1ccc(-c2nc(C#N)c(N3CCN(C(=O)c4ccco4)CC3)o2)cc1 | 36%[activator] | -10%
Cc1ccccc1CCNC(=O)C(C)C | -4% | -5%
COc1ccc(OC)c(NC(=O)CN2C(=O)CC(c3ccco3)Sc3ccccc32)c1 (stereo not given) | -1% | -20%
Cc1cc(N(CCO)Cc2ccccc2)n2nc(-c3ccc(C(C)(C)C)cc3)nc2n1 | -2% | 41%[activator]
COc1cc(CNCCSc2nnnn2C)ccc1OCc1c(F)cccc1Cl | 0% | 0%
COc1ccc(C(=O)NCC(c2ccc(N(C)C)cc2)N2CCc3ccccc32)cc1 (stereo not given) | -7% | ?
Oc1ccc(/C=C/c2nc(-c3ccc(F)cc3)cs2)cc1 | 0% | -3%
CC(C)(C)c1ccc(C(=O)Nc2c(N3CCCC3)c3ccccc3oc2=O)cc1 | -6% | -17%
CCOc1ccc(C(=O)N2CCC(c3nnc(-c4ccccc4OC)o3)CC2)cc1 | -12% | -27%
Cc1ccc(NC(=O)C(C#N)C(=O)c2ccc(C(C)(C)C)cc2)cc1 (stereo not given) | 0% | ?
COc1cccc(OCCn2c(-c3ccc(Cl)cc3)nc3ccccc3c2=O)c1 | ? | -1%
Cc1cccc(C(=O)N(Cc2ccccc2F)C2CCS(=O)(=O)C2)c1 (stereo not given) | 1% | -17%
CCn1cc(C(=O)NCc2ccccc2)c(=O)c2cc(S(=O)(=O)N3CCCCCC3)ccc21 | -20% | ?
CN(C)C(=O)CO | -2% | -4%
Cn1c(=O)c2[nH]c(CN3CCC(Cc4ccccc4)CC3)nc2n(C)c1=O | 0% | -1%
CCC(C)NC(=O)CSc1nc2n[nH]c(C)c2c(=N)n1-c1cc(Cl)ccc1C (stereo not given) | 2% | 26%
CCN(CC)S(=O)(=O)c1ccc2c(c1)N(CC(=O)Nc1c(C)cc(C)cc1C)C(=O)CS2 | 2% | 18%
COC(=O)CC1Oc2ccc(F)cc2-n2cc(-c3ccc(C)cc3)nc21 (stereo not given) | -14% | ?

Part of the list above in order of SMILES length, high to low.
SMILES | UDG counterscr | AID inhibitor
O=C(c1ccc2c(c1)N(Cc1ccc(F)cc1)C(=O)c1ccccc1S2(=O)=O)N1CCC(Cc2ccccc2)CC1 | -19% | ?
CCN(CC)S(=O)(=O)c1ccc2c(c1)c(=O)c(C(=O)N1CCN(c3ccc(OC)cc3)CC1)cn2C | -4% | 237%[activator]
Cc1ccc(C)c(Cn2c3ccccc3c3cnn(CC(=O)NCCC4=CCCCC4)c(=O)c32)c1 | -7%[57.5 µM] | -2%
CCn1cc(C(=O)NCc2ccccc2)c(=O)c2cc(S(=O)(=O)N3CCCCCC3)ccc21 | -20% | ?
COc1ccc(C(CC(=O)NCc2ccccc2)Sc2n[nH]c(-c3ccc(F)cc3)n2)cc1 (stereo not given) | -22% | -8%
Cc1c(C(=O)Nc2ccc(F)c(F)c2)oc2ccc(S(=O)(=O)N3CCCCC3)cc12 | -8% | -3%
O=C(Nc1c2c(nn1-c1ccc(Cl)cc1)CS(=O)(=O)C2)c1ccc(Br)cc1 | 2% | 24%
CC(NC(=O)Cc1ccc(NC(=O)N2CCSc3ncccc32)cc1)c1ccccc1 (stereo not given) | 7% | -7%
Cn1c(=O)c2[nH]c(CN3CCC(Cc4ccccc4)CC3)nc2n(C)c1=O | 0% | -1%
O=C(Nc1ccc2nc(SCC(=O)N3CCOCC3)sc2c1)c1ccc(F)cc1 | -9%[57.5 µM] | 10%
COC(=O)CC1Oc2ccc(F)cc2-n2cc(-c3ccc(C)cc3)nc21 (stereo not given) | -14% | ?
CC(=O)c1ccc(NC(=O)/C=C/c2ccc(C)o2)cc1 | 41%[activator] | 6%
COc1ccc(C(=O)CSC#N)cc1 | -11% | -6%

The list is partial; the hit share may differ from the screen's.
